# All columns: NCI-60 one-dose screen, growth in % after 48 h at 10 µM unless noted; 100 = growth as untreated, 0 = no growth, -100 = all killed.
# MDA-MB-468: MDA-MB-468 breast cancer. AID 2202374. 8.5% of 78,000 active
# MCF7: MCF7 breast cancer; 6.3% of 82,000 active
# MALME-3M: MALME-3M melanoma; 5.8% of 78,000 active; AID 1794766
# BT-549: BT-549 breast cancer; 4.4% of 78,000 active; AID 1794793
# T-47D: T-47D breast cancer; AID 1794792; 5% of 79,000 active
# MDA-MB-231: MDA-MB-231 breast cancer | 5% of 81,000 active
# LOX IMVI: LOX IMVI melanoma. AID 1794757. 7.4% of 79,000 active
# HS 578T: HS 578T breast cancer; 4.1% of 78,000 active; AID 1794788
# * hit, by the source's call; · = no result given; & = joins results of further samples. Rule for the calls: active = growth percent below 10; inactive = the rest.
SMILES,MDA-MB-468,MCF7,MALME-3M,BT-549,T-47D,MDA-MB-231,LOX IMVI,HS 578T
NS(=O)(=O)c1ccc(N=Nc2ccc(=O)[nH]c2O)cc1,101,96,153,·,96,108,102,105
COc1cc2c(Nc3ccc(S(N)(=O)=O)cc3)ncnc2c(OC)c1OC,84,97,95,126,97,95,100,96
C=CCc1ccc(OC(C)=O)c(OC)c1,107,95,98,101,·,·,97,104
O=C1c2cccc(NCCN=Cc3ccccc3O)c2C(=O)c2c(NCCN=Cc3ccccc3O)cccc21,·,3.7*,22,49,18,21,-3.1*,4.3*
CC(=O)c1ccc2[nH]c3ccccc3c2c1,31,56,141,101,81,95,·,·
COc1ccc(S(=O)(=O)N2CCN(c3oc(-c4ccc(C)cc4)nc3C#N)CC2)cc1,101,85,98,104,82,97,98,88
CC(=O)n1nc(-c2ccc(Br)cc2)cc1-c1ccccn1,101,92,113,95,91,122,95,·
O=C(CSc1oc(-c2ccccc2)nc1S(=O)(=O)c1ccc(Br)cc1)NC1CCCCC1,101,97,103,90,88,79,94,78
Cc1ccc(C(=O)NNC(=O)c2sc3ncc(-c4ccc(Br)cc4)n3c2C)cc1,92,86,113,122,91,107,101,109
CN1C(=O)/C(=C/c2ccc(/C=C3\SC(=S)N(C)C3=O)cc2)SC1=S,95,92,92,96,95,100,94,100
COC(=O)CCC(=O)Nc1cccc(C(F)(F)F)c1,105,93,106,117,87,110,107,102
Cc1ncc(C(O)c2ccccc2)n1Cc1ccccc1 (stereo unspecified),91,106,78,120,99,96,92,105
N#Cc1ncc(-c2ccc(C(F)(F)F)cc2)c(NCCCC(F)(F)C(F)(F)C(F)(F)C(F)(F)C(F)(F)C(F)(F)C(F)(F)C(F)(F)F)n1,106,100,116,104,95,126,·,109
O=c1[nH]c(O)c(/C=N/C(=S)Nc2ccc(S(=O)(=O)Nc3nccs3)cc2)c(=O)[nH]1,107,100,97,102,98,110,93,101
NC(=S)N=Nc1ccc(O)cc1,·,96,114,84,100,90,86,112
O=C(Nc1ccc(OCc2ccc(C(F)(F)F)cc2)cc1)c1ccc2nc(NC(=O)c3ccc(NCCc4ccccc4)c([N+](=O)[O-])c3)sc2c1,87,79,75,95,59,79,98,92
COc1ccc2c(c1)cn1c3ccc(O)cc3[nH]c(=O)c21,-6.8*,-4.4*,62,·,37,26,4.0*,-23*
CCn1c(Sc2nnc(Nc3ccccc3)s2)nc2c1c(=O)n(C)c(=O)n2C,92,99,95,87,87,98,96,99
OCCNc1nccc(NCCCNc2ccnc3cc(Cl)ccc23)n1,100,88,95,101,105,114,97,102
Cc1ccc(/C=N/NC(=O)Cn2c(C(C)C)nc3ccccc32)o1,104,98,97,103,92,89,98,85
Cc1cc2c(cc1C)/C(=N/c1n[nH]c(=S)s1)C(=O)N2,103,93,43,122,102,112,97,91
CC(=O)CC(=O)c1cccs1,119,97,114,109,·,97,95,101
Cc1ccccc1NC(=O)Oc1c(Cl)c(Cl)c(Cl)c(Cl)c1Cl,103,92,117,88,·,102,95,99
O=C(Cn1cnc2c(cc(-c3ccccc3)n2-c2ccccc2)c1=O)Nc1ccc(Cl)cc1,105,100,112,94,96,103,·,100
COc1ccc2c(c1)CCc1[nH]nc(-c3cc(OC)c(OC)c(OC)c3)c1-2,-4.6*,6.4*,70,5.4*,31,19,5.3*,23
COc1cc2nc(Cl)nc(Nc3cccc(C4=Nc5c(N)nc(N)nc5NC(c5ccc(Br)cc5)C4)c3)c2cc1OC (stereo unspecified),90,39,·,88,85,93,28,80
CC(C(=O)O)/C(=C\c1ccccc1)C(=O)O (stereo unspecified),112,106,110,109,111,114,102,117
N/C(=N\C(N)=N\c1nc2ccccc2s1)c1ccccc1Br,97,90,111,104,95,94,59,97
O=C1CCC(N2C(=O)c3cccc(NCCOCCOCCNC(=O)c4cc5c(o4)C(=O)c4ccccc4C5=O)c3C2=O)C(=O)N1 (stereo unspecified),-42*,-61*,-95*,-89*,4.9*,-2.4*,-74*,-30*
Cc1c(C(=O)Nc2nc3ccc(F)cc3s2)nnn1-c1ccccc1F,84,88,87,88,69,92,93,87
COC(=O)/C=C1/CC[C@H]2[C@@H]3CCC4=CC(=O)CC[C@]4(C)[C@H]3C(=O)C[C@]12C,·,94,100,96,74,110,102,·
O=C(Nc1ccc(OCc2ccccn2)c(Cl)c1)c1ccncc1,75,93,100,100,82,105,97,108
Nc1c(C(=O)Nc2ccccc2Cl)sc2nc3c(cc12)C(=O)CCC3,25,16,39,61,75,70,55,41
O=C(Nc1ccc(Br)cc1F)c1cc(I)ccc1O,-1.2*,5.4*,-20*,·,-14*,32,14,7.4*
COc1cccc(OCC(O)CN2CCN(c3ccc(C)cc3)CC2)c1 (stereo unspecified),103,102,·,104,108,99,99,96
O=C(O)/C=C/c1cc(O)c2c(c1)[C@@H](C(=O)O)[C@H](c1ccc(O)c(O)c1)O2,33,98,97,101,101,99,99,105
CN1C(=S)N(C)C2C1NC(=O)N2/N=C/C=C/c1ccccc1 (stereo unspecified),86,85,85,98,100,99,99,101
O=c1[nH][n+](-c2ncn[nH]2)no1,99,101,101,103,101,104,100,102
CCOC(=O)c1c(-c2ccccc2Cl)c(C#N)c(=O)n(-c2cccc(C(F)(F)F)c2)c1N,95,99,104,84,92,96,93,103
COc1cc(C2CC(c3ccc(Nc4ccnc5cc(Cl)ccc45)cc3)=NN2C=O)cc(OC)c1OC (stereo unspecified),-7.9*,46,25,37,83,86,0.1*,26
O=C(O)c1ccc(-c2nn(-c3ccc(C(F)(F)F)cc3)cc2CNc2ccc(F)cc2)cc1,94,75,93,90,71,97,95,85
CNC(=S)NC,122,101,108,·,100,97,101,104
N#Cc1c(NC(=O)c2ccc(C(F)(F)F)cc2)sc2c1CCC(=O)C2,-71*,-17*,-54*,-81*,-37*,-84*,-87*,-27*
O=C(O)c1ccccc1,102&112&96,102&103&109,127&101,105&113,96&116&100,106&118&103,102&103&103,106&97&99
COc1nc2c(c(=O)n1C)C1(C(=O)N(C)c3ccccc31)c1c(nc(OC)n(C)c1=O)N2,100,102,107,102,139,101,97,96
Cc1ccc([C@@H]2C[C@@H]3Cc4cc(Br)c5ccccc5c4N2O3)o1,109,87,101,100,85,93,98,·
COC(=C(C#N)C#N)N1CCOCC1,101,93,115,101,99,113,99,104
Cc1c(C(=O)O)nnn1-c1ncc(Cc2ccccc2)s1,98,104,103,103,90,96,96,98
Cc1ccc2c(OCC(=O)N/N=C/c3ccc(Br)cc3)cc(=O)[nH]c2c1,108,109,97,96,96,86,97,111
CS(=O)(=O)c1ccc(-c2nn(-c3ccc(F)cc3)cc2/C=C/C(=O)c2ccc(O)cc2)cc1,102,88,72,95,112,100,98,115

# New compounds follow:
SMILES,MDA-MB-468,MCF7,MALME-3M,BT-549,T-47D,MDA-MB-231,LOX IMVI,HS 578T
Nc1cc(Cl)c(S(N)(=O)=O)cc1S(N)(=O)=O,99,96,85,·,117,113,101,106
O=C(c1ccccc1)c1cc(C(=O)NCc2cccc(Cl)c2)n(Cc2ccccc2)c1-c1ccccc1,70,77,90,86,68,77,97,95
CCCC(CNC(C)=O)(C1=CCCCC1)c1ccccc1 (stereo unspecified),81,104,110,83,86,99,88,88
O=[N+]([O-])c1ccc(NC(=S)NNC(=S)Nc2ccc(Br)cc2)cc1,82,70,89,103,73,92,61,107
O=C(OC(c1ccccc1)c1ccccc1)c1ccccc1,99,110,117,104,97,103,93,119
c1ccc(Nc2nc(Nc3ccccc3)nc(Nc3ccccc3)n2)cc1,94,65,89,114,72,79,83,107
O=C(c1ccccc1)c1c(/C=C/c2ccccc2)nc2ccccc2c1/C=C/c1ccc(Cl)cc1,99,82,109,·,95,100,96,100
COc1ccc(-c2nc3c(c(C)nc4c3nnn4-c3ccc(OC)cc3)c(=O)o2)cc1,101,93,85,105,·,99,98,94
CCCNC(=NC)c1ccc(NC(=O)c2ccc(C(=O)Nc3ccc(C(=NC)NCCC)cc3)cc2)cc1,·,98,109,88,102,109,103,143
ClC(Cl)c1nc(-c2ccccc2)nc2cc(-c3ccccc3)nn12,34,48,93,93,24,60,·,63
Cc1ccc(/C=C/C(=O)c2ccc3c(c2)OCO3)s1,79,78,95,92,86,108,91,110
Cc1ccc(-c2nc(C#N)c(N(C)CCO)o2)cc1,102,95,112,103,90,108,101,102
COc1ccc(-c2ccn(CCC(=O)N3CC(C)OC(C)C3)n2)cc1OC1CCCC1 (stereo unspecified),86,94,105,112,·,102,96,75
O=[N+]([O-])c1ccc(Cl)c(S(=O)(=O)O)c1,112,98,120,·,103,110,102,104
Fc1ccc(/C=C/c2cc(/C=C/c3ccc(F)cc3)on2)cc1,107,96,107,112,88,114,106,115
C=CCCCCCCCCC(=O)OCCCC,104,97,·,101,101,142,100,116
Cc1[nH]n(-c2ccccc2)c(=O)c1C1CCC(=O)N1 (stereo unspecified),98,98,101,100,87,101,100,112
O=C1c2ccccc2C(=O)N1/N=C/c1ccc2c(c1)OCO2,103,91,110,97,100,87,100,79
Clc1ncnc2c1ncn2Cc1ccccc1,103,98,105,108,96,104,100,99
O=C(NCc1ccc(Cl)cc1)C1CN(c2ccc(Cl)cc2)N(c2ccc(Cl)cc2)C1=O (stereo unspecified),102,85,88,102,61,80,91,89
COc1cc(C(=O)c2c(N)c(C#N)cn2-c2ccc(Cl)cc2Cl)cc(OC)c1OC,91,93,104,111,104,101,92,106
OC(CN1CCCCC1)c1ccccc1 (stereo unspecified),91,91,103,92,95,102,96,96
COc1ccccc1Cn1cc(C#N)c(N)c1C(=O)c1ccc(Br)cc1,72,91,96,103,74,89,95,94
O=c1oc2ccccc2cc1-c1cn2nc(-c3coc4ccccc4c3=O)sc2n1,104,88,95,103,82,100,94,98
CCCNc1ncc2ncn(CCC)c2n1,121,98,·,118,102,119,104,124
C[N+](C)(Cc1ccccc1Cl)Cc1ccccc1Cl,75,90,107,115,86,103,87,96
CC(C)CC(C)NCCOC(=O)c1ccccc1 (stereo unspecified),99&101,98&106,118&93,110&97,109&91,116&107,99&92,127
COc1cc(OCc2ccccc2)c(OC)c(OCc2ccccc2)c1,107,101,93,102,79,92,79,·
CN1N=C(c2ccc(Cl)cc2)CC2(CCCC2)C1=O,93,96,·,103,109,99,101,106
CC(C)OC(=O)c1ccc2n1CCCc1cnc(Nc3ccccc3)nc1-2,45,65,55,86,·,78,79,99

# Structures from the list above containing an NH in an aromatic ring, in the order listed:
SMILES,MDA-MB-468,MCF7,MALME-3M,BT-549,T-47D,MDA-MB-231,LOX IMVI,HS 578T
NS(=O)(=O)c1ccc(N=Nc2ccc(=O)[nH]c2O)cc1,101,96,153,·,96,108,102,105
CC(=O)c1ccc2[nH]c3ccccc3c2c1,31,56,141,101,81,95,·,·
O=c1[nH]c(O)c(/C=N/C(=S)Nc2ccc(S(=O)(=O)Nc3nccs3)cc2)c(=O)[nH]1,107,100,97,102,98,110,93,101
COc1ccc2c(c1)cn1c3ccc(O)cc3[nH]c(=O)c21,-6.8*,-4.4*,62,·,37,26,4.0*,-23*
Cc1cc2c(cc1C)/C(=N/c1n[nH]c(=S)s1)C(=O)N2,103,93,43,122,102,112,97,91
COc1ccc2c(c1)CCc1[nH]nc(-c3cc(OC)c(OC)c(OC)c3)c1-2,-4.6*,6.4*,70,5.4*,31,19,5.3*,23
O=c1[nH][n+](-c2ncn[nH]2)no1,99,101,101,103,101,104,100,102
Cc1ccc2c(OCC(=O)N/N=C/c3ccc(Br)cc3)cc(=O)[nH]c2c1,108,109,97,96,96,86,97,111
Cc1[nH]n(-c2ccccc2)c(=O)c1C1CCC(=O)N1 (stereo unspecified),98,98,101,100,87,101,100,112

# Later entries.
SMILES,MDA-MB-468,MCF7,MALME-3M,BT-549,T-47D,MDA-MB-231,LOX IMVI,HS 578T
C[C@H](O)C(=O)Nc1c(I)c(C(=O)NC(CO)CO)c(I)c(C(=O)NC(CO)CO)c1I,107,104,104,106,95,103,93,101
CC1=C(NCCN2CCCC2)C(=O)c2c(OCc3ccccc3)cccc2C1=O,71,76,111,·,74,91,91,98
c1coc(CNc2cc(Nc3ccc(OCCN4CCCC4)cc3)ncn2)c1,·,84,112,98,82,96,99,96
COc1cc(C(NS(=O)(=O)c2ccc(Cl)cc2)c2nnc(-c3ccccc3)o2)cc(OC)c1OC (stereo unspecified),84,85,90,86,96,91,93,98
Cc1[nH]c(=O)[nH]c(=O)c1C,100,104,113,109,102,95,100,101
COc1cc(CNC(=O)C[C@H](C)CCC=C(C)C)ccc1OCc1cn(-c2cccc(Cl)c2)nn1,41,52,68,87,52,60,60,71
Brc1ccc(Nc2nnc(-c3ccco3)o2)cc1,92,93,·,116,97,103,96,108
COc1ccc(-c2cc(-c3ccncc3)[nH]c(=O)c2C#N)cc1,105,95,106,99,98,90,98,100
Cc1cc(N2CCOCC2)nc(N2CCN(CC(=O)Nc3ccc4c(ccn4Cc4ccccc4)c3)CC2)n1,75,70,95,72,70,85,82,62
Cc1cc(Br)cc(Br)c1O,121,98,114,·,105,104,103,·
CCCCCCOC(=O)N1CCCCC1C (stereo unspecified),105,99,89,104,109,103,93,107
C(=Nc1ccc2c(c1)Cc1ccccc1-2)c1ccc2ccccc2n1,113,92,120,80,113,109,105,·
N#Cc1ncn(C2OC(CO)C(O)C2O)c1N (stereo unspecified),·,101,110,118,98,104,95,111

# High-throughput results from PubChem BioAssay.
